Screens (PubChem)
Eya2 inh – Eya2 (human) phosphatase inhibition. 0.006% of 330,000 active. O00167. recombinant Eya2, OMFP fluorescence dephosphorylation (OMFP is methylfluorescein phosphate). Potency, µM (highest dose often 76.9 µM), for inactives: at the highest dose activity, negative = inhibition, most hits filed as inhibitors; further: potency means the concentration at half of the fitted maximal effect; on the % scale 0 is the no-effect control and ±100 the full control effect
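Eya2 (0.2 uM) preincubated 10 min at ambient with compound, then OMFP substrate added at 50 uM; 10 min reaction in 50 mM HEPES pH 7.5, 50 mM NaCl, 5 uM MgCl2, 0.05% BSA, 1 mM DTT. Fluorescence read at Ex 485/Em 525 nm.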
hERG WT inh – blocks the wildtype human KCNH2 potassium channel; 0.37% of 340,000 active; U2OS, BacMam KCNH2, thallium flux FluxOr; hits give low values; Q12809; activity change, % at 1.84 µM;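 active means maximum activity change below -70%; inconclusive means maximum activity change between -70% and -50%; inactive means maximum activity change above -50%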; further: on the % scale 0 is the no-effect control and ±100 the full control effect
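U2OS cells were transduced with wild-type KCNH2 virus (2.03 x 10^8 / mL) for 4 h at room temperature, then cultured overnight at 37 C. Thallium flux was read with FluxOr dye. Rate constants were normalized to DMSO controls.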
TCR activator – activates T cell receptor signaling; AID 504894; primary human leukocytes, anti-CD3, IL-2 HTRF, 48 h; 330,000 tested, under 10 active; Potency, µM (doses to about 9.22 µM), for the others: at the highest dose activation of IL-2 secretion, usual class: activators; further: % of control where 0% means no effect
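IL-2 release read by HTRF sandwich (Eu cryptate donor, d2 acceptor, 665 nm emission) after 48 hr exposure of primary human leukocytes to compound together with anti-CD3 beads in the absence of co-stimulatory signals.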
TRPV1 ag – activates the human vanilloid receptor TRPV1; Q8NER1; 0.19% of 320,000 active; TRPV1-expressing cells, Fluo-8 calcium influx, agonist mode; activation, % at 8.33 µM; in the data active means activation above about 80%; inconclusive means between about 30% and that limit; further: 0% is about no effect
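Fluo-8 calcium influx in TRPV1-expressing cells, kinetic read (ex 480/em 520 nm). Compound added and read 3 min for agonist activity, followed by capsaicin at EC20 final and 2 min further read for enhancement.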
USP2a block – blocks human ubiquitin-specific protease USP2a; Potency, µM (top dose mostly 38.3 µM), inactives show at the top dose activity change, negative = inhibition, most hits filed as inhibitors; AID 463254; 0.01% of 330,000 active; USP2 core, Ub-CHOP2 coupled fluorogenic reporter, 485/531; O75604;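 further: potency means the concentration at half of the fitted maximal effect; plate controls were DMSO wells for no effect and full inhibition by NEM control for full effect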
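Deubiquitinase activity read as fluorescence (485/531 nm) after Ub-CHOP2 cleavage activates the enterokinase reporter on its substrate; USP2 core 10nM, Ub-CHOP2 and substrate 25nM each, 30min compound preincubation then 60min RT; data normalized to NEM, curves fitted.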
ELG1 repair inh – ELG1-dependent DNA repair inhibition; HEK293T ELG1-luciferase reporter, luminescence, 16 h; DNA damage induced by 5-fluorouridine; Potency, µM (top dose mostly 46.1 µM), for inactives: top-dose activity change, negative = inhibition, actives largely listed as inhibitors; 2.3% of 330,000 active; further: potency means the concentration at half of the fitted maximal effect; on the % scale 0 is the no-effect control and ±100 the full control effect; nearly all actives have a fitted effect of over 55% in size
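Reporter activity after DNA damage by 5-fluorouridine is monitored. Compound-treated cells incubate 16 hr at 37 °C, then ONE-Glo is added for 30 min before luminescence reading.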
KCNH2 3.1 inh – inhibitors of human KCNH2 3.1 potassium channel isoform. U2OS KCNH2 3.1, thallium flux FluxOr; hits give low values. 0.95% of 340,000 active. activity change, % (tested at about 1.8 µM);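 active means maximum activity change below -70%; inconclusive means maximum activity change from -70% to -50%; inactive means maximum activity change above -50%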;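 further: thallium influx rate constant from kinetic fluorescence after stimulation buffer; on the % scale 0 is the no-effect control and ±100 the full control effect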
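We transduce U2OS cells with the mutant 3.1 virus, culture them overnight, load FluxOr with Red40 quencher for 45 min, then add stimulation buffer and read kinetically for 2 min to derive a normalized rate constant.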
Mito fusion yeast – mitochondrial division inhibition or fusion activation; S. cerevisiae fusion-defective mutant growth rescue, CellTiterGlo 48 h; Potency, µM (titrated, usually from 46.1 µM), for inactives: top-dose growth rescue (activation), most hits filed as activators; 0.23% of 320,000 active;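 further: potency means the concentration at half of the fitted maximal effect; % of control where 0% means no effect; nearly all actives have a fitted effect of over 45% in size; temperature-sensitive fusion mutants such as fzo1-1 at 37 °C on non-fermentable ethanol glycerol medium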
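Growth-rescue viability read-out: after 48 h at the non-permissive 37C in glycerol/ethanol YPEG, yeast mitochondrial fusion mutants are measured by CellTiterGlo luminescence; compounds (23 nl pinned per well) restoring growth score as division inhibitors or fusion activators.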
AT treatment – potential ataxia-telangiectasia treatments restoring KAP-1 phosphorylation | 0.19% of 320,000 active | […] A-T fibroblasts, KAP-1 phosphorylation AlphaLISA; neocarzinostatin DNA damage 30 min before lysis | AID 485349 | Potency, µM (highest dose often 57.5 µM), for the others: at the highest dose activation, hits mostly activators; further: potency means the concentration at half of the fitted maximal effect; % of control where 0% means no effect; nearly all actives have a fitted effect of over 45% in size
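hTERT-immortalized A-T patient fibroblasts ([…]), 500 cells/well in OPTI-MEM, 1% FBS, got compounds for 60 min, then NCS for 30 min at 37C. Lysates were then assayed for phospho-KAP-1 by AlphaLISA (anti-pKAP1 donor, anti-KAP1 acceptor beads), 6 hr at 25C.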
TSHR antag – blocks TSH signaling through the human TSH receptor. P16473. TSHR-expressing cells, TSH-stimulated cAMP HTRF, 2 h; hits give low values. activity change, negative = inhibition, % at 11.5 µM. 0.2% of 330,000 active. AID 504810;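 active means activity change below a set negative limit, meaning inhibition stronger than a set level, cut at about -70% in these data; inconclusive means activity change between two set negative limits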; further: on the % scale 0 is the no-effect control and ±100 the full control effect
Target sequence (P16473 whole entry, looked up): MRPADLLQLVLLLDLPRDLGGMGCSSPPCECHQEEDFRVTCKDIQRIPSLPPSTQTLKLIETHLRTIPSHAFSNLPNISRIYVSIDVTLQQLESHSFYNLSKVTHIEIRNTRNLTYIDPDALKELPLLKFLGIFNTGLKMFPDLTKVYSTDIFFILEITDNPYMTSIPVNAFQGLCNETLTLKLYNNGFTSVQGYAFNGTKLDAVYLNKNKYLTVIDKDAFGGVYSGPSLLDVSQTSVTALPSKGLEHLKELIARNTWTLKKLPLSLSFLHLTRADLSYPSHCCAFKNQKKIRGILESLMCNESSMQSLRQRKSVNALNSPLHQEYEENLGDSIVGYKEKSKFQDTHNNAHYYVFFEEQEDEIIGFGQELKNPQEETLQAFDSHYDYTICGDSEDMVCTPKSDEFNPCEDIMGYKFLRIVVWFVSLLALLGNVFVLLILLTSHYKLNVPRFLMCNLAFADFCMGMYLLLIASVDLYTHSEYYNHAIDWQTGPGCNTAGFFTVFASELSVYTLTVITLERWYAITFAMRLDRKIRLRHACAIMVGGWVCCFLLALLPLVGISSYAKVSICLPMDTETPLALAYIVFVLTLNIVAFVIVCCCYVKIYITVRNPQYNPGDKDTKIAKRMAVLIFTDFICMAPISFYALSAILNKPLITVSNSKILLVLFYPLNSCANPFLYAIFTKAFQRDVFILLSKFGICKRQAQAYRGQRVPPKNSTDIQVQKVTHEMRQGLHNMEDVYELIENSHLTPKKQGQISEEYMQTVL
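Antagonism was scored as loss of TSH-driven cAMP in TSHR cells, stimulated with 4nM TSH (EC80) for 2 hours at 37 deg C and detected by homogeneous HTRF competition immunoassay.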
An asterisk follows results filed as active; ? = inconclusive; · = not tested or not shown; [ ] = another dose, or the depositor's remark. Unless noted, the call rests on the fitted dose curve; in most records, active means well fitted curve in the direction sought with a large enough effect; inconclusive means small, poorly fitted or top-dose-only effect, or another doubt; inactive means no such curve, though single readings can be large; an effect the other way counts as inactive or inconclusive. The list is partial. The share of hits here may be higher or lower than overall.

SMILES | Eya2 inh | hERG WT inh | TCR activator | TRPV1 ag | USP2a block | ELG1 repair inh | KCNH2 3.1 inh | Mito fusion yeast | AT treatment | TSHR antag
COCCN(CCOC)Cc1c(O)ccc2c1O/C(=C\c1ccco1)C2=O | 23% | 3 | -2% | -1 | ? | -3% | -10 | -9% | -7% | -6
CCOc1ccc(NC(=O)Nc2cccn(Cc3ccccc3)c2=O)cc1 | 5% | -5 | 1% | ? | -5% | ? | 8 | 9% | 0% | -9
CN(C)S(=O)(=O)c1ccc(C(=O)NCCc2ccco2)cc1 | -2% | 2 | -4% | 16 | -3% | ? | -11 | 3% | 0% | -1
CN(CC(=O)Nc1ccc(F)c(F)c1F)C(=O)c1ccc2c(c1)OCCO2 | -21% | 1 | -3% | -3 | 0% | 17% | 7 | -1% | 6% | 1
COc1ccc(CCNC(=O)C2CCN(C(=O)c3ccc(F)cc3)CC2)cc1 | -4% | 5 | 1% | 1 | 1% | -5% | -3 | 1% | -15% | 24
COc1ccc(NC(=O)CSc2nnc(-c3cccnc3)n2Cc2ccco2)c(OC)c1 | 11% | 4 | 1% | 0 | 1% | ? | 12 | -6% | 0% | 6
O=C(COc1ccc(Cl)cc1)NCCCNC(=O)c1ccccn1 | 8% | 3 | 1% | -3 | 0% | 18% | 1 | 11% | -2% | 24
O=C(O)c1cn2c3c(ccc(Cl)c3c1=O)OCC2 | -27% | 11 | 3% | 4 | 4% | 3% | 11 | -6% | -2% | 0
COc1cccc(NC(=O)N2CCCC2C(=O)NCC(C)C)c1 (stereo not drawn) | 9% | -6 | 1% | -2 | -2% | -4% | -1 | -6% | 7% | -12
Cc1ccc2cc(C3CC(c4cccs4)=NN3S(C)(=O)=O)c(Cl)nc2c1 (stereo not drawn) | 1% | -5 | 11% | 1 | -1% | ? | -3 | -2% | -5% | -5
CC(O)[C@H]1CN=C(N)N1CCc1cc(C(F)(F)F)cc(C(F)(F)F)c1 (stereo partly drawn) | 7% | 1 | 2% | 6 | -1% | 2% | 5 | 0% | -6% | -3
Cc1ccccc1NC(=O)c1cccc(C(F)(F)F)c1 | -2% | 9 | 8%[46.1 µM] | 1 | 7% | 5% | -3 | 1% | -2% | -4
Cc1noc(C)c1COC(=O)CNC(=O)c1cccc(F)c1 | 2% | -9 | 3% | -3 | 0% | 9% | 27 | -4% | -6% | 24
COc1ccc(CNC(C)(C)C)cc1Cl | 4% | -27 | 0% | -1 | 1% | -5% | 21 | -1% | 2% | -5
COCCN(Cc1cc2ccc(C)cc2[nH]c1=O)S(=O)(=O)c1ccccc1 | 17% | -218* | -1% | 1 | 1% | -7% | 7 | 5% | -1% | -6
COc1ccc(CNC(=O)Nc2cc(C)cc(C)c2)cc1 | 2% | 2 | 6% | 0 | 1% | ? | -1 | -3% | -8% | 7
C=CCn1c(SCCOc2ccccc2)nnc1C(C)NC(=O)c1ccccc1 (stereo not drawn) | -3% | 1 | -5% | -5 | 0% | -5% | -7 | 1% | · | 7
COc1ccc(OC)c(S(=O)(=O)NCCC2=CCCCC2)c1 | 17% | -3 | 1% | 25 | 2% | -12% | -8 | 2% | -3% | -15
Cc1ccc(C(=O)COC(=O)CNS(=O)(=O)c2ccccc2)cc1[N+](=O)[O-] | -1% | 2 | 8% | 1 | 0% | 29% | 8 | 2% | -5% | 23
COc1ccccc1C(=O)N1CCC(N2CCN(c3ccccc3OC)CC2)CC1 | -1% | -7 | 3% | -3 | 2% | 2% | 3 | -6% | -1% | 1
COc1ccc(N(S(=O)(=O)c2ccccc2)S(=O)(=O)c2ccccc2)c(N)c1 | 11% | 8 | 13% | 3 | -6% | -26% | -10 | -7% | 18% | 15
CCc1c(C)c2cc(Cl)c(O)c(CN3CCCCC3)c2oc1=O | -3% | -25 | -6% | -1 | -1% | 16% | -2 | 3% | 13% | 0
COc1ccc(-c2ccc(SCC(=O)Nc3nccs3)nn2)cc1OC | 1% | 4 | 2% | 18 | -1% | 13% | -3 | 3% | 3% | 44
O=C(Nc1ccc(N2CCOCC2)cc1)C1CCN(S(=O)(=O)c2ccccc2F)CC1 | 5% | -8 | 9% | ? | 1% | 23% | 10 | -1% | 4% | 3
O=C1CCC[C@@H]2Cc3[nH]c4c(Cl)ccc(Cl)c4c3[C@@H]3CCN1[C@H]23 | 8% | -6 | -6% | 5 | -1% | -15% | -2 | 2% | 0% | 22

An excerpt from above in order of formula weight, rising:
SMILES | Eya2 inh | hERG WT inh | TCR activator | TRPV1 ag | USP2a block | ELG1 repair inh | KCNH2 3.1 inh | Mito fusion yeast | AT treatment | TSHR antag
Cc1noc(C)c1COC(=O)CNC(=O)c1cccc(F)c1 | 2% | -9 | 3% | -3 | 0% | 9% | 27 | -4% | -6% | 24
Cc1ccc2cc(C3CC(c4cccs4)=NN3S(C)(=O)=O)c(Cl)nc2c1 (stereo not drawn) | 1% | -5 | 11% | 1 | -1% | ? | -3 | -2% | -5% | -5
C=CCn1c(SCCOc2ccccc2)nnc1C(C)NC(=O)c1ccccc1 (stereo not drawn) | -3% | 1 | -5% | -5 | 0% | -5% | -7 | 1% | · | 7

(continued)
SMILES | Eya2 inh | hERG WT inh | TCR activator | TRPV1 ag | USP2a block | ELG1 repair inh | KCNH2 3.1 inh | Mito fusion yeast | AT treatment | TSHR antag
CC(=O)Nc1ccc(SCCN2CC[C@@H](C)CCC2=O)cc1 | 6% | -7 | 0% | 3 | 1% | 8% | 19 | -8% | -4% | 29
COc1ccc(OC)c(Cc2nnc(CCC(=O)N3CCCCCC3)o2)c1 | 2% | -4 | -4% | 20 | 1% | 2% | ? | 0% | 4% | 4
COc1cc(C2/C(=C(\O)c3ccc4c(c3)OCCO4)C(=O)C(=O)N2Cc2ccco2)ccc1O (stereo not drawn) | -11% | -3 | 1% | 0 | 0% | ? | -11 | 1% | -1% | 2
O=C(Nc1nnc(C2CC2)s1)c1ccc(S(=O)(=O)c2ccccc2)cc1 | -1% | -6 | 9% | 0 | -1% | 9% | 3 | -1% | 4% | -11
Oc1ccc(/C=N/Nc2ncnc3nc[nH]c23)cc1 | 7% | 2 | 4% | -3 | -1% | 0% | 0 | -1% | -6% | 28
Cc1cccc(NC(=O)CCN2C(=O)c3ccccc3S2(=O)=O)c1C | 13% | 2 | -4% | 7 | 3% | -3% | -6 | 4% | -3% | 31
Nc1cc(C(=O)O)c(N)c2c1C(=O)c1ccccc1C2=O | ? | -5 | 4% | -3 | ? | ? | 0 | -12% | -23% | -50
CCCCN(C)S(=O)(=O)c1c(C)[nH]c(=O)[nH]c1=O | 2% | 5 | -2% | 2 | 1% | 12% | -13 | 0% | -2% | -8
O=C(NCC1CCCO1)c1cc2c(=O)[nH]c3ccccc3c2s1 (stereo not drawn) | 1% | -13 | 0% | 2 | 1% | ? | 1 | 8% | -2% | -9
CC1Cc2ccccc2N1c1ncnc2c1nnn2Cc1ccccc1 (stereo not drawn) | 7% | 27 | · | -5 | 3% | ? | 6 | 3% | 10% | -14
COc1ccc(NC(=O)C2CC(c3cccc(Br)c3)=NO2)cc1OC (stereo not drawn) | -14% | -4 | · | ? | 1% | ? | 0 | 3% | 3% | 10
COc1ccc(CN2CCCN(C)CC2)c(OC)c1C | 1% | -9 | 1% | 3 | 1% | 9% | -31 | 1% | -2% | -119*
COc1ccc(CNC(=O)CN2CCN(c3ccccc3)CC2)cc1 | 6% | · | 1% | 24 | -10% | -12% | 16 | 2% | 3% | 8
O=C1CC2CCCN2C=C1I (stereo not drawn) | -8% | -1 | 0% | · | 5% | 0% | -1 | · | -5% | -3
CCSc1nnc(NC(=O)c2csc3c2CCC(C)C3)s1 (stereo not drawn) | 15% | -8 | -5% | -2 | 1% | 3% | 0 | -5% | 0% | 7
Cc1cccc(Nc2nc(C)cc(C)n2)c1 | 6% | 4 | · | 2 | 1% | 30% | 24 | -3% | -4% | -23
CC(C)NC(=O)N(C)C[C@H]1Oc2ccc(NS(=O)(=O)c3ccccc3)cc2C(=O)N([C@H](C)CO)C[C@H]1C | 8% | -1 | 1% | · | 3% | 17% | -2 | · | -1% | -8
C/C(=N\NC(=O)c1cc(-c2ccc(Br)s2)[nH]n1)c1ccncc1 | 0% | -8 | 2% | 2 | 1% | 8% | 10 | 13% | 6% | -4
COc1ccc(NC(=O)CSc2nnc3n2CCCCC3)cc1S(=O)(=O)N1CCOCC1 | -23% | -19 | -8% | 1 | 5% | 7% | 0 | -4% | 3% | 4
Cc1ccc(CNC(=O)COC(=O)c2ccc(S(=O)(=O)NCc3ccco3)cc2)cc1 | -12% | -5 | 1% | 3 | 3% | 14% | -17 | -3% | -3% | 3
COc1ccc(CN(C)C(=O)CCCNC(=O)c2ccc(Cl)cc2)cc1 | -4% | -5 | -4% | 5 | 3% | -3% | -13 | -3% | 5% | -2
COc1ccccc1CNC(=O)[C@@H]1CCCN1S(=O)(=O)c1ccc(Cl)cc1 | -4% | 3 | -8% | 3 | -1% | -8% | 7 | 11% | 11% | -3
